D1 potentiator: enhances dopamine response at the human D1 receptor | P21728 | HEK293 TREx D1 cells, calcium flux, dopamine EC20 potentiation | potentiation, % at 10 µM | actives 0.036% (n = 360,000) | AID 504651; in the data active means potentiation above about 30%; further: 0% is about no effect
Target sequence (P21728 whole entry, looked up): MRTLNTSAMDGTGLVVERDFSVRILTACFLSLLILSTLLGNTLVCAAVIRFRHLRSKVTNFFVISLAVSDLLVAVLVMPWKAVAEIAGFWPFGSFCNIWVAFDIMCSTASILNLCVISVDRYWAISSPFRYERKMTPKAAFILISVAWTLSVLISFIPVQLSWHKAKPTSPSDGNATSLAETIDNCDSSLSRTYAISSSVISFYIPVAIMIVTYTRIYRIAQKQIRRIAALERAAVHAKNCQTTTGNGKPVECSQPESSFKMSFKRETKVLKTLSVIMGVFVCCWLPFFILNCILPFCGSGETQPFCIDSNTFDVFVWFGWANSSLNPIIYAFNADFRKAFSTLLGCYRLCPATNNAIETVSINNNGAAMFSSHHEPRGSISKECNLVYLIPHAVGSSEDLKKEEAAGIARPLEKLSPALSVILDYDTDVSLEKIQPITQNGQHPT
GRP78 ERSR act: ER stress response induction in glioma | U87-MG GRP78 promoter luciferase reporter, 16 h | Potency, µM, inactives show at the highest dose activation, usual class: activators | actives 0.02% (n = 420,000); further: potency means the concentration at half of the fitted maximal effect; series mostly up to about 76 µM; % of control where 0% means no effect; nearly all actives have a fitted effect of over 35% in size
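ERSR induction read as luciferase luminescence (Bright-Glo, 10 min at room temperature) in stably transfected human U87-MG glioma cells exposed to compounds for 16 h, using GRP78 as sensor.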
Vif-APOBEC3F blk: inhibitors of Vif-A3F interaction. HeLa A3F-eYFP + Vif (tagged APOBEC3F with the HIV-1 protein that degrades it), YFP fluorescence increase. Potency, µM (series often up to 46.1 µM), for inactives: at the highest dose activity, negative = active. actives 0.2% (n = 390,000); further: potency means the concentration at half of the fitted maximal effect; % of control where 0% means no effect; nearly all actives have a fitted effect of over 65% in size
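HeLa cells stably expressing Vif plus C-terminally eYFP-tagged A3F were seeded, incubated overnight at 37 deg C, dosed with compound, incubated overnight again at 37 deg C. Yellow fluorescence (Ex 488/Em 500-530) reported blocked Vif-mediated A3F-eYFP degradation.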
D1 antagonist: human D1 dopamine receptor antagonism. activity change, negative = inhibition, % at 10 µM. HEK293 TREx D1 cells, calcium flux, dopamine EC80; stronger effect = lower value. actives 3.2% (n = 360,000); in the data active means activity change below about -30%; further: on the % scale 0 is the no-effect control and ±100 the full control effect
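Antagonism measured as reduced calcium response to an EC80 dopamine addition following 180 s compound pre-read; cells were inducible HEK293 Trex D1 plated overnight at 30 C, read kinetically at 1 cycle/sec.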
LDHA block: inhibitors of human lactate dehydrogenase A; purified LDHA, NADH/diaphorase-resazurin fluorescence; stronger effect = lower value; activity change, % (values are at about 110 or 230 µM); actives 0.15% (n = 480,000); in the data active means activity change below about -30%; inconclusive means mostly about -25% to -30%;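 further: plate controls were DMSO wells for no effect and wells without enzyme for full effect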
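LDH5 2 nM; NADH 0.06 mM, pyruvate 0.2 mM; 200 mM Tris pH 7.4, EDTA, Tween-20; 5 min RT. Detection: diaphorase 0.133 mg/mL + resazurin 37 µM, fluorescence ex540/em590 at 0 and 20 min; normalized to enzyme-free and DMSO wells.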
D1 ag: human D1 receptor agonism; P21728; activation, % at 2 µM; HEK293 T-REx D1 cells, calcium flux, agonist mode; actives 1% (n = 360,000); AID 504660; in the data active means activation above about 30%; further: 0% is about no effect
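Inducible HEK293 T-REx D1 cells, force-coupled to calcium signalling, were plated at 4000 cells/well with tetracycline and held overnight at 30 C. After no-wash calcium dye loading, compound-evoked calcium rise over 180 s flagged agonists.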
D2 PAM: D2 dopamine receptor (human) potentiation; potentiation, % at 10 µM; HEK293 T-REx D2, calcium flux, EC20 dopamine potentiation; P14416; actives 0.34% (n = 340,000); AID 485347;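 active means potentiation over 3 SD above the plate norm, cut at about 30% in these data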; further: 0% is about no effect
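Tetracycline-induced HEK293 T-REx cells force-coupled to calcium signalling expressed D2; compounds were pin-added after a 10 s baseline, read kinetically 180 s, then an EC20 dopamine challenge followed with a further 180 s calcium read.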
Vif-A3G inh: Vif-A3G binding inhibition; actives 0.076% (n = 410,000); Potency, µM (doses to about 46.1 µM), inactives show at the highest dose activity, negative = active, actives largely listed as inhibitors; HeLa A3G-eYFP + Vif (tagged APOBEC3G with the HIV-1 protein that degrades it), YFP fluorescence, overnight; Q9HC16;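 further: potency means the concentration at half of the fitted maximal effect; on the % scale 0 is the no-effect control and ±100 the full control effect; nearly all actives have a fitted effect of over 60% in size; hits raise eYFP signal because A3G escapes Vif-driven loss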
Target sequence (Q9HC16 whole entry, looked up): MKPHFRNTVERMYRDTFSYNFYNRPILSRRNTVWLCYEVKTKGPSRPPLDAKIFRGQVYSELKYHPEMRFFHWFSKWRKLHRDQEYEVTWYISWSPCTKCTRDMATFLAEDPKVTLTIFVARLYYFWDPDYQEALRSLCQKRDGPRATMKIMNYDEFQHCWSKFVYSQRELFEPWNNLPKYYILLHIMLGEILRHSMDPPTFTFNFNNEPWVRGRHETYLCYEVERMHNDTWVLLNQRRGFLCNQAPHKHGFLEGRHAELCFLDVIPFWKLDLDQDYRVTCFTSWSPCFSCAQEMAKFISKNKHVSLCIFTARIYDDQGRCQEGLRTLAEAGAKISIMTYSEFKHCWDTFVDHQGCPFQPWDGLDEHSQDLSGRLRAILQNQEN
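Read-out is eYFP fluorescence (Ex 488/Em 500-530) from Vif-expressing HeLa A3G-eYFP cells; more signal means A3G escaped Vif-mediated degradation. Cells plated overnight, compound pinned in, incubated overnight at 37 deg C.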
RXFP1 agonist: activates the human relaxin receptor RXFP1 | HEK293T-RXFP1 cAMP TR-FRET, 30 min; response scale: percent of porcine relaxin response, buffer zero | Potency, µM (doses to about 57.5 µM), for inactives: at the top dose activation, hits mostly activators | actives 0.3% (n = 370,000); further: potency means the concentration at half of the fitted maximal effect; on the % scale 0 is the no-effect control and ±100 the full control effect; nearly all actives have a fitted effect of over 60% in size; many of its hits are not listed in these tables
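HEK293T cells stably expressing RXFP1 were pretreated with the PDE4 inhibitor Ro 20174, exposed to compounds for 30 min at 37C, lysed, and cAMP was read by TR-FRET. Data normalized to buffer (basal) and 29 nM porcine relaxin (100%).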
Starred values were filed as active, the others as inactive; u = inconclusive; x = not tested or not shown; & = joins results of further samples. Unless noted, the call rests on the fitted dose curve; in most records, active means well fitted curve in the direction sought with a large enough effect; inconclusive means small, poorly fitted or top-dose-only effect, or another doubt; inactive means no such curve, though single readings can be large; an effect the other way counts as inactive or inconclusive.

The line under a structure holds: D1 potentiator	GRP78 ERSR act	Vif-APOBEC3F blk	D1 antagonist	LDHA block	D1 ag	D2 PAM	Vif-A3G inh	RXFP1 agonist
CCc1ccc(C(=O)COC(=O)[C@@H](NC(N)=O)[C@@H](C)CC)cc1
 : -4	4%	0%	x	-13&-6	0	2	-7%	3.0%
C=CCn1c(C(C)NC(=O)c2ccccc2)n[nH]c1=S (centres undefined)
 : -14	-3%	-5%	-13	-3	3	11	-6%	-2.1%
CCOC(=O)c1ccc(NC(=O)c2ccccc2[N+](=O)[O-])cc1
 : -4	3%	0%	3	-5	1	-9	-10%	0.3%
COc1ccccc1CCC(=O)Nc1ccc(C)cc1Cl
 : -4	8%	-2%	-5	1	0	x	-9%	2.7%
COc1ccc(-c2cn3cccnc3n2)cc1NC(=O)C(C)C
 : 1	x	x	3	x	1	0	x	7.9%
CC1CCC(NC(=O)c2ccc(NS(=O)(=O)c3ccc4[nH]c(=O)[nH]c4c3)cc2)CC1 (centres undefined)
 : -1	-3%	2%	13	-6	-1	4	5%	1.9%
COc1n[nH]c(C(=O)NCc2ccccc2)c1[N+](=O)[O-]
 : -1	-1%	-1%	6	0	0	x	7%	1.2%
O=C(Nc1cccnc1Cl)c1cc(-c2ccc(F)cc2)on1
 : -3	1%	-14%	-11	-1	1	34*	2%	10%
Cc1ccc(C(=O)C[n+]2cc(-c3ccccc3)n3c2CCCCC3)cc1
 : -1&-6	-2%&-3%	0%&4%	-5&-11	-5&-2	1&3	-5&-22	4%&0%	2.4%&0.1%
CSC(=Nc1cccc(C)c1)NC#N
 : -2	1%	-1%	-15	-9	6	5	-1%	0.6%
CC(C)c1nnc(SCC(=O)NCc2ccc3c(c2)OCO3)n1C
 : -2	-4%	-2%	-5	-1	0	-8	1%	-0.8%
Cc1ccc(-c2nnc(SCC(N)=O)n2C)cc1
 : -1	-3%	-3%	0	-3	3	4	2%	-0.5%
O=C(NCc1ccccn1)c1cc(S(=O)(=O)N2CCN(c3ccccc3)CC2)ccc1Cl
 : -4	1%	-8%	17	5	3	3	10%	-1.9%
CCCCN1C(=O)C(CC(=O)NCCCN(C)C)CC(C(=O)N(C)C)=C1C (centres undefined)
 : x	0%	-3%	x	5	x	x	1%	x
Cc1cccc(NC(=O)CN(C)S(=O)(=O)c2cccc3nsnc23)c1C
 : 0	-2%	1%	1	-6	1	-1	1%	-0.9%
Cc1c2c(n3c(nc4ccccc43)c1C#N)N(CCN1CCOCC1)CC2
 : -2	-4%	2%	-38*	3	0	7	7%	9.7%
CCOC(=O)c1ccc(NS(=O)(=O)c2c(C)[nH]c(C)c2C(=O)N2CCCCC2)cc1
 : -7	-4%	-23%	-7	1	5	-6	0%	3.3%
O=C(Cn1cnc([N+](=O)[O-])c1)NC1CCCC1
 : -6	2%	-7%	2	-5	1	5	-1%	-0.2%
COc1cccc(NC(=O)CNC(=O)Cn2c(C)cc3ccccc3c2=O)c1
 : 1	-2%	2%	10	0	1	-5	-1%	12%
Cc1ccc(O)c(C(=O)c2coc(=N)c(C(=O)NC(C)C)c2)c1
 : -2	0%	-4%	20	-7	-3	19	-4%	0.4%

Printed as active in D1 antagonist, among the entries above:
SMILES | D1 potentiator | GRP78 ERSR act | D1 antagonist | D1 ag | D2 PAM | Vif-A3G inh
Cc1c2c(n3c(nc4ccccc43)c1C#N)N(CCN1CCOCC1)CC2 | -2 | -4% | -38* | 0 | 7 | 7%

Gathered by group: the compounds so far with an aryl thioether with sulfur outside any ring
The line under a structure holds: D1 potentiator	GRP78 ERSR act	Vif-APOBEC3F blk	D1 antagonist	LDHA block	D1 ag	D2 PAM	Vif-A3G inh	RXFP1 agonist
CC(C)c1nnc(SCC(=O)NCc2ccc3c(c2)OCO3)n1C
 : -2	-4%	-2%	-5	-1	0	-8	1%	-0.8%
Cc1ccc(-c2nnc(SCC(N)=O)n2C)cc1
 : -1	-3%	-3%	0	-3	3	4	2%	-0.5%

(next part)
The line under a structure holds: D1 potentiator	GRP78 ERSR act	Vif-APOBEC3F blk	D1 antagonist	LDHA block	D1 ag	D2 PAM	Vif-A3G inh	RXFP1 agonist
Cc1cc(C)cc(NC(=O)C(c2ccccc2)N2CCN(CC(=O)NC3CC3)CC2)c1 (centres undefined)
 : -8	1%	4%	-9	-6	0	0	-4%	0.0%
CN1CCN(C(=O)c2cc(=O)c3cc(Cl)cc(Cl)c3o2)CC1
 : 0	-3%	0%	4	-8&4	1	3	-3%	4.5%
O=C(COc1ccc(S(=O)(=O)N2CCOCC2)cc1Cl)NCc1ccco1
 : -8	3%	u	3	-5	2	-5	-4%	-1.1%
Cc1cc2c(cc1C)C(c1ccccc1OC(C)C)CC(=O)N2 (centres undefined)
 : -2	1%	-14%	3	1	6	-5	u	2.8%
Cc1ccc(S(=O)(=O)N2CCOCC2)cc1NC(=O)CSc1cccc[n+]1[O-]
 : -4	-3%	-5%	-15	-9	1	2	-6%	9.0%
O=CNCCCc1nc2ccccc2n1Cc1ccccc1
 : -7	-4%	-1%	2	-5	4	-3	2%	1.4%
COc1cc(O)c(C(CCN2CCCC2)c2ccc3c(c2)OCO3)c(OC)c1 (centres undefined)
 : -3	-3%&-4%	-4%	21	0	7	15	3%&1%	0.0%
CCc1nc(SCC(=O)Nc2c(C)n(C)n(-c3ccccc3)c2=O)n[nH]1
 : -9	-1%	-1%	0	-8	6	-3	0%	2.0%
CC1Cc2ccccc2N1S(=O)(=O)c1cnc(Cl)c(Br)c1 (centres undefined)
 : -9	0%	0%	-18	-3	3	x	-12%	-3.0%
O=C(CN1CCN(S(=O)(=O)c2ccc(Br)cc2)CC1)Nc1ccc(F)cc1F
 : -7	-1%	2%	-21	-2	1	0	1%	0.1%
CSc1ccc(C2=CC(=O)C[C@H](c3ccc(F)cc3)C2)cc1
 : 2	-2%	-7%	x	0	1	13	4%	1.9%
Cn1nc(-c2ccccc2)c2nc3ccccc3nc21
 : 4	2%	-5%	5	1	94*	-3	-4%	0.1%
Cc1nc(Nc2ccccc2)c2oc3ccc(Cl)cc3c2n1
 : -1	-1%	-9%	-10	-6	0	6	-10%	u
CCOc1ccc(-n2c(=O)[nH]cc(C(=O)N3CCCc4ccccc43)c2=O)cc1
 : 0	-3%	2%	-1	1	1	2	-1%	-0.2%
Cc1oc2c(c(C)cc3oc(=O)c(CC(=O)NCCc4ccccc4F)c(C)c32)c1C
 : 1	-3%	u	0	-13	0	13	9%	-1.4%
Cc1c(C)n(CCc2ccccc2)c2ncnc(NCCO)c12
 : -2	13%	3%	7	-1	0	5	-2%	0.0%
CC1(C)CC(=O)C2=C(C1)NC(SCC(N)=O)=C(C#N)C21CCCCC1
 : 1	-1%	-18%	4	-6	3	-4	-8%	-0.5%
CCOc1ccccc1N(CC(=O)N/N=C(\C)c1cccc(Br)c1)S(C)(=O)=O
 : 11	-5%	5%	-3	-4	-1	x	1%	0.4%
Cc1cc(C)nc(SCC(=O)Nc2ncc(C(F)(F)F)cc2Cl)n1
 : 4	-6%	9%	-10	-7	4	7	-1%	-0.3%
c1ccc(-n2nnnc2NCCc2c[nH]c3ccccc23)cc1
 : -5	-3%	0%	-13	-8	2	-17	-2%	-0.3%
O=C(NC(=S)N1CCN(c2ccc(C(F)(F)F)cc2[N+](=O)[O-])CC1)c1cccs1
 : 13	3%	u	4	0	-1	-2	1%	1.5%
Cc1ccc(C(=O)O/N=C2/CC3CCC2(C)[C@@]3(C)CBr)cc1 (some centres undefined)
 : -1	-5%	0%	13	-7	3	0	0%	-0.7%
COc1cccc(/C=C2\SC(=O)NC2=O)c1OCc1ccc(C(=O)O)cc1
 : -4	-2%	-15%	1	-15	0	5	-7%	2.6%
O=C(Nc1nc(Nc2cc(F)cc(F)c2)nc(NC2CCCC2)n1)OCc1ccccc1
 : -4	x	x	10	-8	7	x	x	x
COc1ccc(-c2csc(Nc3cc(C)ccn3)n2)cc1OC
 : -2	-2%	4%	-15	-8	0	0	-1%	1.9%

Reprinted at random: four entries already listed, in no set order.
The line under a structure holds: D1 potentiator	GRP78 ERSR act	Vif-APOBEC3F blk	D1 antagonist	LDHA block	D1 ag	D2 PAM	Vif-A3G inh	RXFP1 agonist
Cc1c2c(n3c(nc4ccccc43)c1C#N)N(CCN1CCOCC1)CC2
 : -2	-4%	2%	-38*	3	0	7	7%	9.7%
O=C(Nc1nc(Nc2cc(F)cc(F)c2)nc(NC2CCCC2)n1)OCc1ccccc1
 : -4	x	x	10	-8	7	x	x	x
CSC(=Nc1cccc(C)c1)NC#N
 : -2	1%	-1%	-15	-9	6	5	-1%	0.6%
O=CNCCCc1nc2ccccc2n1Cc1ccccc1
 : -7	-4%	-1%	2	-5	4	-3	2%	1.4%

A portion of the library, so the mix of outcomes need not match the whole.
